MEP2-GFP yeast: modulators of TOR pathway MEP2-GFP in S. cerevisiae. 330,000 compounds, 0.51% hits. S. cerevisiae MEP2-GFP strain, flow cytometry GFP, 3 h; 100% = DMSO control level. AID 2016. GFP response vs DMSO, % at 10 µM;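 active = GFP response versus DMSO above a set limit, roughly screen mean plus 3 SD, cut at about 180% in these data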;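 note: median GFP fluorescence of the barcode-gated MEP2-GFP cells per well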
CR mimetic SO: yeast age-related superoxide inhibition as caloric restriction mimetic; S. cerevisiae aged cells, superoxide DHE fluorescence; hits give low values; superoxide response (% of plate mean), % at 10 µM; 330,000 compounds, 0.18% hits; AID 2690;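 active = superoxide response under a set limit, about three screen SD below normal, cut at about 65% in these data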;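 note: yeast aged for seven days with compound at 30 °C before DHE staining; 100% = average MFI of all compound-treated wells on the plate with controls excluded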
GASC-1 inh: human JMJD2C demethylase inhibition | Q9H3R0 | GST-JMJD2C(1-420) H3K9me3 demethylation, DELFIA europium | inhibition, % at 2.35 µM | 330,000 compounds, 0.069% hits | AID 2099;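 active = more than half of a compound's replicate wells show inhibition beyond 50%, single wells judged on their own value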;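 note: signal counts dimethyl H3K9 product captured on neutravidin plate; 0% = median of DMSO wells and 100% = 0.3 times that DMSO median; strong numbers were not always called active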
procasp3 activ: activates human procaspase-3; 330,000 compounds, 0.11% hits; P42574; recombinant procaspase-3 D3A, Ac-DEVD-pNA absorbance 405 nm; activation, % at 8.5 µM; AID 463141;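 active = activation above the mean of all tested compounds plus 3 SD, cut at about 21% in these data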;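 note: 0% = DMSO alone and 100% = DMSO wells spiked with extra 5 µM PC-3 D3A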
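assay system = Procaspase-3 D3A mutant | signal = absorbance at 405 nm, 0 and 120 min | times = 1 h preincubation plus 2 h reaction at 25 °C | repeats = single replicate | read-out = % activation between DMSO and enzyme-spiked controls | medium = Zinc-free HEPES saline buffer with Triton X-100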
AHR activator: activators of human aryl hydrocarbon receptor. P35869. AHR-responsive luciferase reporter cells, luminescence. activation, % at 5 µM. 320,000 compounds, 2.5% hits. AID 2796; in the data active = activation above about 47%;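 note: 0% = vehicle wells and 100% = reference agonist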
Target sequence (P35869 whole entry, looked up): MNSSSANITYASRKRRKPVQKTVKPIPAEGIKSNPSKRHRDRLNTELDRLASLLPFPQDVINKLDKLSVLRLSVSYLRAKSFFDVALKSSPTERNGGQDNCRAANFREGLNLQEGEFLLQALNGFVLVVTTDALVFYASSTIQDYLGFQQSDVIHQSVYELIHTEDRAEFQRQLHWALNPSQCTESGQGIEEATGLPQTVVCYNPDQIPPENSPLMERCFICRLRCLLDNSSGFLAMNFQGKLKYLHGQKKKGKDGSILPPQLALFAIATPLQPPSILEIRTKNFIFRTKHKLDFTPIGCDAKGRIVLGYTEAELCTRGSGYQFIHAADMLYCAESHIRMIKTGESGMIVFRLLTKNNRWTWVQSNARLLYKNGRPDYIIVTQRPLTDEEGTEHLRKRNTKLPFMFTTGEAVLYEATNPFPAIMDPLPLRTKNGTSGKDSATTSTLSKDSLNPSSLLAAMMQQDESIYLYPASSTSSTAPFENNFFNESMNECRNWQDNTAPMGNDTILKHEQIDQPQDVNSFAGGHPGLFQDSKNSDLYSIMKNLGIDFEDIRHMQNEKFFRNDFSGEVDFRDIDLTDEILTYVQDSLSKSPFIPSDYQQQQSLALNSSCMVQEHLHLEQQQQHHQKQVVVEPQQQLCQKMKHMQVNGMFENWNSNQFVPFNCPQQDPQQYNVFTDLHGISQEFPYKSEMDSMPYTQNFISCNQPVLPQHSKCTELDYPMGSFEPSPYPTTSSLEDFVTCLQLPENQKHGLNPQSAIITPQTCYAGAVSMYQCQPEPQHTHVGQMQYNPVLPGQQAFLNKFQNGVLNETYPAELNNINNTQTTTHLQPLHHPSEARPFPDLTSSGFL
RPL19A-GFP yeast: alters RPL19A-GFP fluorescence in TOR pathway yeast screen; AID 2025; 330,000 compounds, 0.3% hits; percent response vs DMSO, % at 10 µM; S. cerevisiae RPL19A-GFP strain, flow cytometry, 3 h; hits give low values;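 active = percent response vs DMSO below 50%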;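 note: median channel GFP fluorescence of the barcoded RPL19A-GFP strain; ratio of sample median GFP to plate DMSO average so 100% = DMSO; lower means less RPL19A-GFP as with rapamycin TOR inhibition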
LAP4-GFP MLPCN: alters LAP4-GFP fluorescence in TOR pathway yeast screen | 320,000 compounds, 0.34% hits | S. cerevisiae LAP4-GFP multiplex, flow cytometry GFP, 3 h; median GFP as percent of DMSO wells | GFP response vs DMSO, % at 10 µM;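 active = GFP response vs DMSO above a set limit, about the screen mean plus 3 SD, cut at about 150% in these data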
proCasp7 act: counter-screen: procaspase-7 (human) activation | activation, % at 8.5 µM | 330,000 compounds, 0.093% hits | recombinant procaspase-7, Ac-DEVD-pNA absorbance 405 nm; D23A/D198A/D206A triple mutant, cannot self-cleave; scale: DMSO 0, 5 µM enzyme 100;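 active = percent activation above the screen-wide mean plus 3 SD, cut at about 25% in these data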
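Replicates: singlicate. Assay system: Procaspase-7 triple mutant (PC-7 D3A). Signal: 405 nm absorbance of p-nitroaniline. Times: 1 h preincubation, 2 h reaction. Buffer or medium: Zinc-free HEPES pH 7.4 with 300 mM NaCl, 0.01% Triton X-100. Also added: DEVD-pNA substrate. Benchmarks: DMSO wells as 0%, DMSO with 5 µM added PC-7 as 100%.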
Active calls of the source: *; i = inactive; . = not tested or not shown; [ ] = remark or other dose.

SMILES	MEP2-GFP yeast	CR mimetic SO	GASC-1 inh	procasp3 activ	AHR activator	RPL19A-GFP yeast	LAP4-GFP MLPCN	proCasp7 act
Cc1cccc(C(=O)c2c(N)sc3c2CCCC3)c1	88	107	-18	-9	11	93	92	0
COc1ccc(-n2c(=S)[nH]c3[nH]ncc3c2=O)cc1	109	95	24	3	-1	100	109	-24
CC(C)(C)n1nnnc1C(c1ccc(F)cc1)N1CCC(C(N)=O)CC1 (stereo not drawn)	99	96	-12	3	-1	98	99	6
C/C(CC(=O)Nc1ccc2c(c1)OCCO2)=N\NC(=O)COc1cccc(C)c1	103	117	-1	8	4	99	90	-2
COc1ccc(CNC(=O)CN2C(=O)NC(Cc3ccccc3)(c3ccccc3)C2=O)cc1OC (stereo not drawn)	97	95	.	-4	-1	97	97	3
CC(C)C[C@@H](C)C(=O)N(Cc1ccccc1)c1ccccc1	91	99	2	9	-1	94	90	15
CC(C)Sc1nc2ccccc2n1CC(N)=O	109	107	0	8	1	103	98	1
CC(=O)c1ccc(-c2ccc([C@H]3[C@@H]4C=CCC[C@@]4(C)C(=O)N3Cc3ccccc3)c(F)c2)cc1	101	92	1	-8	1	97	104	2
COc1cc(C(=O)NCCOc2ccc(Cl)cc2)ccc1OCc1c(C)noc1C	105	126	.	13	-1	96	103	2
CCCn1c(/C=C/c2cc[n+](C)cc2)nc2ccccc21	107	93	26	-3	0	98	102	-5
CN(C)CCNC(=O)c1ccccc1-c1ccccc1	107	104	0	7	2	100	104	7
COc1ccc(Oc2c(-c3ccc(O)cc3O)n[nH]c2C)cc1	105	103	0	5	13	98	99	4
COc1ccc(CCn2c(-c3ccco3)nc3ccccc3c2=O)cc1OC	112	98	-4	-10	-2	107	117	6
COc1ccccc1C(CNC(=O)c1ccco1)N1CCCC1 (stereo not drawn)	101	78	3	9	1	102	107	3
O=C(CN1C(=O)NC2(CCCCC2)C1=O)NCc1ccc2c(c1)OCO2	102	105	-4	-2	1	106	90	15
O=C(OCC(=O)N1CCc2ccccc2C1)c1cc(=O)[nH]c2ccccc12	97	94	-4	-1	7	96	100	-9
O=C(COc1ccc2oc(-c3ccco3)cc(=O)c2c1)N1CCCCC1	104	107	-1	7	1	97	105	9
O=C1c2cccc3cccc(c23)C(=O)N1CC1CCN(CC(O)COCc2ccc3c(c2)OCO3)CC1 (stereo not drawn)	95	102	13	-5	-1	99	84	-5
CCOC(=O)c1c(-c2ccccc2)oc2ccc(O)c(CN3CCCC3)c12	114	98	-6	2	3	109	109	12
COc1ccccc1N(CC(=O)Nc1ccccc1)S(=O)(=O)c1cccs1	98	103	-1	7	7	96	98	0
CCOC(=O)c1ccc(N2C(=O)C3CC=C(C)CC3C2=O)cc1 (stereo not drawn)	118	104	-4	3	2	105	109	3
O=C(CNC(=O)c1ccc(F)cc1)N/N=C/c1cccnc1	101	89	4	-7	3	102	98	-9
O=C(COc1ccc2ccc(=O)oc2c1)Nc1nccs1	93	91	-8	11	17	94	98	6
CCN(CC)c1ccc(C=C2C(=O)OC3(CCCC3)OC2=O)cc1	129	84	-7	4	-2	102	113	14

Rewritten bar-delimited: part of the list above.
Molecule | MEP2-GFP yeast | CR mimetic SO | GASC-1 inh | procasp3 activ | AHR activator | RPL19A-GFP yeast | LAP4-GFP MLPCN | proCasp7 act
CCOC(=O)c1c(-c2ccccc2)oc2ccc(O)c(CN3CCCC3)c12 | 114 | 98 | -6 | 2 | 3 | 109 | 109 | 12
COc1ccccc1N(CC(=O)Nc1ccccc1)S(=O)(=O)c1cccs1 | 98 | 103 | -1 | 7 | 7 | 96 | 98 | 0

Continued:
SMILES	MEP2-GFP yeast	CR mimetic SO	GASC-1 inh	procasp3 activ	AHR activator	RPL19A-GFP yeast	LAP4-GFP MLPCN	proCasp7 act
CCCCNC(=O)c1ccc(CNc2c(N3CCC(C(=O)OCC)CC3)c(=O)c2=O)cc1	102	131	132	-7	1	102	97	-6
O=C1c2ccccc2NC(c2ccco2)N1NS(=O)(=O)c1ccccc1 (stereo not drawn)	98	98	-19	-2	2	100	98	-5
Cc1cc(C)c(C(N)=O)c(NCCc2ccccc2)n1	102	101	0	7	-2	105	96	7
COc1ccc(NC(=O)/C(C#N)=C/c2ccc(-c3ccccc3C(=O)O)o2)cc1	100	111	4	-4	46	98	82	4
O=C(CSc1nc(-c2ccccc2Cl)ns1)NCc1ccc2c(c1)OCO2	.	101	-1	1	14	.	.	6
CC(OC(=O)CCc1c[nH]c2ccccc12)C(=O)c1ccccc1 (stereo not drawn)	93	98	-34	-9	3	98	98	-2
Cc1cc(Cl)ccc1OCC(=O)N1C(C)CCCC1C (stereo not drawn)	111	84	-1	11	9	98	107	0
CCCc1cc(=O)oc2cc(C)cc(OCC(=O)N[C@@H](CSCc3ccccc3)C(=O)O)c12	98	122	i	3	0	97	97	-11
Nc1c(Cl)ncnc1N/N=C/c1ccc2ccccc2n1	96	91	6	-5	47	93	120	-16
CCOC(=O)Cn1nc(Cc2ccccc2)c2ccccc2c1=O	84	104	-10	-5	1	92	85	-3
O=C(CSc1nnc(-c2ccccc2)o1)Nn1cnnc1	100	81	30	-5	3	107	101	1
COc1ccc2ccccc2c1CNCc1ccccn1	110	109	-4	-7	18	104	100	9
Cc1ccc(OCC(=O)Nc2ccc3c(c2)OCO3)c(C)c1	102	115	-3	6	8	106	105	1
COc1ccc(N(Cc2cc3cc(OC)ccc3[nH]c2=O)C(=O)c2cccnc2)cc1	102	82	.	-4	5	103	117	3
O=C(CSc1ccccc1F)OCC(=O)N1CCN(C(=O)c2ccco2)CC1	93	99	-10	-6	-1	97	106	0
CCOc1ccc(NC(=O)CSc2nnc(C)n2CCCOC)cc1	95	105	0	2	0	94	90	1
COc1ccccc1OCCNC(=O)CSC(=S)N1CCCC1	103	105	10	12	5	98	102	1
CCOCCCNC(=O)Cn1nc(-c2ccccc2)ccc1=O	97	100	3	6	-1	98	103	7
COc1ccc(CCN(C)C(=O)CCNC(=O)c2ccc(Br)cc2)cc1OC	103	102	-11	9	4	104	95	-4
Cc1ccc(/C=N\NC(=O)CNC(=O)C23CC4CC(CC(C4)C2)C3)o1	113	113	-10	-6	7	107	103	0
CC1(c2ccc(Cl)cc2Cl)NC(=O)N(CC(=O)Nc2ccc3[nH]c(=O)[nH]c3c2)C1=O (stereo not drawn)	104	97	1	6	1	102	112	2
COc1ccc(/C(C)=N/NC(=O)c2ccc3nc[nH]c3c2)cc1	161[may fluoresce violet]	105	-1	10	3	22*[may fluoresce violet]	72[may fluoresce violet]	5
Cc1nonc1C(=O)N1CCCC(Nc2ccc(C(C)C)cc2)C1 (stereo not drawn)	103	100	-7	5	15	101	103	19
CC1CCCN(Cc2csc(N)n2)C1 (stereo not drawn)	101	101	14	3	0	105	97	1
CCC(C)NC(=O)CN(C1CCCCC1)S(C)(=O)=O (stereo not drawn)	83	97	4	-10	-1	91	88	6
C=CCNC(=O)CN1CCN(Cc2ccc3c(c2)OCO3)CC1	113	98	10	9	0	105	100	16
Cc1cccc(OCC(=O)O/N=C(\N)c2ccc(Cl)cc2)c1	97	116	-2	7	0	94	97	1
CCCCCC(=O)N1CCCCC1	106	78	-2	-3	0	111	98	8
C=C(C)CN1C(=O)C(O)(CC(=O)c2ccc3c(c2)OCCO3)c2ccccc21 (stereo not drawn)	105	88	4	8	1	103	104	7
Cc1c(C(=O)N2CCOCC2)sc(NC(=O)c2ccccc2F)c1C#N	96	106	-11	-6	4	102	86	-1
COc1ccc(OCC(=O)Nc2ccc(NC(=O)c3cccs3)c(OC)c2)cc1	97	99	-10	4	7	94	110	12
O=C(c1ccccc1Sc1cccc2ccccc12)N1CCOCC1	90	102	2	1	3	98	96	-2
CCOC(=O)c1cc(-c2ccccc2C)n(CC2CC(c3cccc([N+](=O)[O-])c3)=NO2)n1 (stereo not drawn)	98	100	5	1	1	102	146	1
O=c1c2ccccc2nc(-c2cccs2)n1-c1cccc2ccccc12	104	90	3	8	25	103	102	0
CCCOc1ccccc1-c1nc2c([nH]1)c(=O)[nH]c(=O)n2C	186*[may fluoresce violet]	90	-13	-8	137*	65[may fluoresce violet]	95[may fluoresce violet]	-3
CCCOC(=O)c1c(NC(=O)C2C3C=CC(C3)C2C(=O)O)sc2c1CCC(C)C2 (stereo not drawn)	93	111	4	-20	4	101	88	-29

13 neighbouring entries from above, for reference:
SMILES	MEP2-GFP yeast	CR mimetic SO	GASC-1 inh	procasp3 activ	AHR activator	RPL19A-GFP yeast	LAP4-GFP MLPCN	proCasp7 act
CC1(c2ccc(Cl)cc2Cl)NC(=O)N(CC(=O)Nc2ccc3[nH]c(=O)[nH]c3c2)C1=O (stereo not drawn)	104	97	1	6	1	102	112	2
COc1ccc(/C(C)=N/NC(=O)c2ccc3nc[nH]c3c2)cc1	161[may fluoresce violet]	105	-1	10	3	22*[may fluoresce violet]	72[may fluoresce violet]	5
Cc1nonc1C(=O)N1CCCC(Nc2ccc(C(C)C)cc2)C1 (stereo not drawn)	103	100	-7	5	15	101	103	19
CC1CCCN(Cc2csc(N)n2)C1 (stereo not drawn)	101	101	14	3	0	105	97	1
CCC(C)NC(=O)CN(C1CCCCC1)S(C)(=O)=O (stereo not drawn)	83	97	4	-10	-1	91	88	6
C=CCNC(=O)CN1CCN(Cc2ccc3c(c2)OCO3)CC1	113	98	10	9	0	105	100	16
Cc1cccc(OCC(=O)O/N=C(\N)c2ccc(Cl)cc2)c1	97	116	-2	7	0	94	97	1
CCCCCC(=O)N1CCCCC1	106	78	-2	-3	0	111	98	8
C=C(C)CN1C(=O)C(O)(CC(=O)c2ccc3c(c2)OCCO3)c2ccccc21 (stereo not drawn)	105	88	4	8	1	103	104	7
Cc1c(C(=O)N2CCOCC2)sc(NC(=O)c2ccccc2F)c1C#N	96	106	-11	-6	4	102	86	-1
COc1ccc(OCC(=O)Nc2ccc(NC(=O)c3cccs3)c(OC)c2)cc1	97	99	-10	4	7	94	110	12
O=C(c1ccccc1Sc1cccc2ccccc12)N1CCOCC1	90	102	2	1	3	98	96	-2
CCOC(=O)c1cc(-c2ccccc2C)n(CC2CC(c3cccc([N+](=O)[O-])c3)=NO2)n1 (stereo not drawn)	98	100	5	1	1	102	146	1

Continued.
SMILES	MEP2-GFP yeast	CR mimetic SO	GASC-1 inh	procasp3 activ	AHR activator	RPL19A-GFP yeast	LAP4-GFP MLPCN	proCasp7 act
CC(=O)c1ccc(OCC(=O)Nc2ccccc2N2CCCC2)cc1	103	92	-12	0	25	104	84	1
CCOC(=O)Cn1nnc(-c2ccc(OCC(C)C)cc2)n1	94	89	10	5	0	94	97	13
CSc1ncccc1C(=O)OCC(=O)c1ccc(Br)s1	97	85	-11	-5	-1	100	108	-10
COc1ccc2c(c1OC)C(=O)N1C2SC(C)(C)[C@H]1C(=O)NC(C)C (stereo partly drawn)	104	98	1	8	2	106	96	7

Compounds as they come; any-hit rate near 3.8%.
